# Source: PubChem BioAssay (National Center for Advancing Translational Sciences (NCATS))
# LDHA block: qHTS assay for inhibitors of human lactate dehydrogenase; purified LDHA, NADH/diaphorase-resazurin fluorescence; hits give low values; hit rate 0.15% among 480,000; activity change, % (values are at about 110 or 230 µM); AID 1347041, 2019; L-lactate dehydrogenase A chain (Homo sapiens), P00338; in the data active = activity change below about -30%; inconclusive = mostly about -25% to -30%;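 note: plate controls were DMSO wells for no effect and wells without enzyme for full effect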
#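 Enzyme activity of human lactate dehydrogenase 5 (2 nM; 0.06 mM NADH, 0.2 mM pyruvate, 5 min, RT) is measured via a resazurin/diaphorase fluorescence readout of residual NADH.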
# D1 ag: Allosteric Agonists of the Human D1 Dopamine Receptor: qHTS | hit rate 1% among 360,000 | D(1A) dopamine receptor (Homo sapiens), P21728 | HEK293 T-REx D1 cells, calcium flux, agonist mode | activation, % at 2 µM | AID 504660, 2011; in the data active = activation above about 30%; note: 0% is about no effect
#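 Agonism was scored from calcium flux recorded over 180 s (1 read/s) after pintool compound addition, following a 10-cycle baseline. Cells were inducible force-coupled HEK293 TREx D1, plated overnight at 30 C and loaded with no-wash calcium dye.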
# Vif-APOBEC3F blk: qHTS for Inhibitors of Vif-A3F Interactions: qHTS; HeLa A3F-eYFP + Vif (tagged APOBEC3F with the HIV-1 protein that degrades it), YFP fluorescence increase; hit rate 0.2% among 390,000; Potency, µM (titrated, usually from 46.1 µM), for inactives: at the highest dose activity, negative = active; note: potency is the fitted concentration of half-maximal effect; % of control where 0% means no effect; nearly all actives have a fitted effect of over 65% in size
#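 Fluorescence increase (Ex 488/Em 500-530) after overnight compound treatment at 37 deg C flags inhibition of Vif-driven A3F-eYFP loss in stable HeLa A3F-eYFP/Vif cells seeded overnight beforehand.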
# Vif-APOBEC3G blk: qHTS for Inhibitors of Vif-A3G Interactions: qHTS; Potency, µM (top dose mostly 46.1 µM), for the others: top-dose activity, negative = active, usual class: inhibitors; AID 602310, 2012; DNA dC->dU-editing enzyme APOBEC-3G (Homo sapiens), Q9HC16; HeLa A3G-eYFP + Vif (tagged APOBEC3G with the HIV-1 protein that degrades it), YFP fluorescence, overnight; hit rate 0.076% among 410,000;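 note: potency is the fitted concentration of half-maximal effect; % is set by controls: 0 for no effect and ±100 for the full control effect; nearly all actives have a fitted effect of over 60% in size; hits raise eYFP signal because A3G escapes Vif-driven loss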
# Target sequence (Q9HC16 whole entry, looked up): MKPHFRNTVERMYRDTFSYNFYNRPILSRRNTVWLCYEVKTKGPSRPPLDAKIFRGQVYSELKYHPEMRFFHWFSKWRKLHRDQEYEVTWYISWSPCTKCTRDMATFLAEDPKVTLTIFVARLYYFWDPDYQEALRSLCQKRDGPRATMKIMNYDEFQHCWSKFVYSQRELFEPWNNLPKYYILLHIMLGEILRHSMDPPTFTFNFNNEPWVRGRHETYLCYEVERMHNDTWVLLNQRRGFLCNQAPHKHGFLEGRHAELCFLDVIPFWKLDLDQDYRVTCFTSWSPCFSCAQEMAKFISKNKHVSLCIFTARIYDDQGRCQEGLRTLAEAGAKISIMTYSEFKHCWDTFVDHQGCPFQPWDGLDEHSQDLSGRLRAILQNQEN
#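 Read-out is eYFP fluorescence (Ex 488/Em 500-530) from Vif-expressing HeLa A3G-eYFP cells; more signal means A3G escaped Vif-mediated degradation. Cells plated overnight, compound pinned in, incubated overnight at 37 deg C.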
# D2 PAM: HTS Assay for Positive Allosteric Modulators of the Human D2 Dopamine Receptor: Primary Screen for Potentiators | HEK293 T-REx D2, calcium flux, EC20 dopamine potentiation | potentiation, % at 10 µM | hit rate 0.34% among 340,000 | AID 485347, 2010;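 active = potentiation over 3 SD above the plate norm, cut at about 30% in these data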; note: 0% is about no effect
# Target sequence (P14416 whole entry, looked up): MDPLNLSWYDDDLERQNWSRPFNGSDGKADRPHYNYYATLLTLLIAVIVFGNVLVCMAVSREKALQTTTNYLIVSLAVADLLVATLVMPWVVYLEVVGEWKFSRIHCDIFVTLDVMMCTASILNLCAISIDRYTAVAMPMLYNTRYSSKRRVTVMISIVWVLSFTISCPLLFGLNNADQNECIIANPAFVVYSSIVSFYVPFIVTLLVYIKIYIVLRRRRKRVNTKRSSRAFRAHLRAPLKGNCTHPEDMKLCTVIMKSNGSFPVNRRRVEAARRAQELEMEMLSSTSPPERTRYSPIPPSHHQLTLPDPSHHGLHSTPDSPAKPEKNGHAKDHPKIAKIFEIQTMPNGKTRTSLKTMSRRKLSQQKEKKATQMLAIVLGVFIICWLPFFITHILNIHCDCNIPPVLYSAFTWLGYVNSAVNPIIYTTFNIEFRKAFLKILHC
#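 Potentiation of an EC20 dopamine calcium response is measured in a force-coupled, tetracycline-inducible Hek293 Trex D2 line. Compound-only kinetic reads over 180 s flag agonists before dopamine addition.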
# D1 antagonist: Antagonist of Human D 1 Dopamine Receptor: qHTS. hit rate 3.2% among 360,000. activity change, negative = inhibition, % at 10 µM. HEK293 TREx D1 cells, calcium flux, dopamine EC80; hits give low values. D(1A) dopamine receptor (Homo sapiens), P21728; in the data active = activity change below about -30%; note: % is set by controls: 0 for no effect and ±100 for the full control effect
#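 Using tetracycline-induced force-coupled D1 Hek293 cells and a calcium dye, signals were followed for 180 s after compound, then for 180 s after EC80 dopamine, to detect inhibitors.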
# D1 PAM: Potentiators of Human D1 Dopamine Receptor: qHTS. D(1A) dopamine receptor (Homo sapiens), P21728. HEK293 TREx D1 cells, calcium flux, dopamine EC20 potentiation. potentiation, % at 10 µM. hit rate 0.036% among 360,000; in the data active = potentiation above about 30%; note: 0% is about no effect
# RXFP1 agonist: qHTS Assay for Agonists of the Relaxin Receptor RXFP1; AID 2676, 2010; Potency, µM (series often up to 57.5 µM), inactives show top-dose activation, actives largely listed as activators; HEK293T-RXFP1 cAMP TR-FRET, 30 min; response scale: percent of porcine relaxin response, buffer zero; hit rate 0.3% among 370,000; Relaxin receptor 1 (Homo sapiens), Q9HBX9; note: potency is the fitted concentration of half-maximal effect; % is set by controls: 0 for no effect and ±100 for the full control effect; nearly all actives have a fitted effect of over 60% in size; many of its hits are not listed in these tables
#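 cAMP rise read by TR-FRET after 30 min, 37C compound exposure (up to 58 uM) in RXFP1-transfected HEK293 cells with Ro 20174 present. EC50 from Hill-equation fits, with 29 nM porcine relaxin as 100% and buffer as basal.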
# Glioma ERSR ind: qHTS for Inducers of the Endoplasmic Reticulum Stress Response (ERSR) in Human Glioma: qHTS; U87-MG GRP78 promoter luciferase reporter, 16 h; Potency, µM, for inactives: at the highest dose activation, most hits filed as activators; hit rate 0.02% among 420,000; note: potency is the fitted concentration of half-maximal effect; series mostly up to about 76 µM; % of control where 0% means no effect; nearly all actives have a fitted effect of over 35% in size
#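 ERSR induction read as luciferase luminescence (Bright-Glo, 10 min at room temperature) in stably transfected human U87-MG glioma cells exposed to compounds for 16 h, using GRP78 as sensor.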
# Numbers without * were called inactive; ? = inconclusive; nt = not tested or not shown; & = joins results of further samples. Unless noted, calls come from the whole dose curve; as a rule, active = well fitted curve in the direction sought with a large enough effect; inconclusive = small, poorly fitted or top-dose-only effect, or another doubt; inactive = no such curve, though single readings can be large; an effect the other way counts as inactive or inconclusive. Not all compounds are listed (hit frequency here may not be typical).
SMILES,LDHA block,D1 ag,Vif-APOBEC3F blk,Vif-APOBEC3G blk,D2 PAM,D1 antagonist,D1 PAM,RXFP1 agonist,Glioma ERSR ind
O=C(O)c1ccc(NC(=O)c2ccccc2NC(=O)c2cccc(F)c2)cc1,-10.5,-0.9,4.4%,-1.3%,-20.3,5.5,1.0,0.1%,-2.5%
CN(/C(=N/S(=O)(=O)c1cccs1)c1ccccc1)c1ccccc1,2.0,-0.1,20.2%,-3.6%,4.0,-5.7,-4.9,0.1%,-4.8%
COc1ccc2c(c1)CCc1c(C(=O)Nc3c(C)nn(Cc4ccccc4C)c3C)noc1-2,8.2,12.4,2.0%,6.5%,nt,-5.7,-1.5,4.5%,-3.7%
O=C(C[n+]1ccc(/C=N/O)cc1)N1CCCCC1,-1.5,0.1,11.4%,-3.9%,-1.6,0.6,3.6,0.9%,-3.6%
COC(=O)CC1Oc2ccc(Cl)cc2-n2cc(-c3ccccc3)nc21 (stereo not drawn),-2.7,3.4,-3.1%,0.5%,-4.9,-4.6,-3.4,-0.3%,-2.2%
COc1cccc(CCc2nc3ccccc3c(=O)n2N)c1,-8.7,nt,9.2%,0.3%,nt,nt,nt,nt,4.6%
CCOC(=O)N1CCC(NC(=O)c2oc3c(F)cccc3c2C)CC1,-21.8,1.7,-5.6%,-6.0%,-5.5,-4.1,-4.7,-1.7%,2.5%
O=[N+]([O-])c1ccc(NNC(=S)Nc2ccccc2)cc1,1.3,1.7,-3.9%,0.0%,-2.9,-3.0,-7.4,-1.4%,-6.3%
CCN(CC)CCOc1ccccc1C(C)=O,-17.4,1.7,-22.7%,0.2%,-18.0,11.1,-2.9,0.9%,-0.3%
CCc1ccc(OCC(=O)Nc2ccc(S(=O)(=O)N3CCCC3)cc2)c(Br)c1,-4.8,5.2,1.4%,0.5%,3.2,19.9,0.1,2.8%,-3.5%
O=C(CCC(=O)OCc1ccc([N+](=O)[O-])cc1Cl)Nc1ccccc1,-6.1,2.3,0.6%,-3.0%,3.1,-13.9,0.6,-0.3%,-3.0%
O=C(CN(Cc1ccc(F)cc1)C(=O)CCC(=O)Nc1ccccn1)NCCc1ccccc1,-2.6,3.4,1.2%,2.2%,-15.4,3.0,-10.4,1.2%,-2.4%
Cc1cc(C(=O)NCc2csc(-c3ccccc3)n2)no1,-1.3,11.0,-0.6%,2.9%,-1.2,-17.3,-7.4,10.6%,-3.1%
CCOc1ccc(-c2nc(S(=O)(=O)c3ccccc3)c(NC)o2)cc1,-3.1,0.7,-3.0%,0.9%,6.2,-5.6,-4.2,0.1%,-2.0%
Cc1cccc(CC(=O)N2CCN=C2SCc2ccc([N+](=O)[O-])cc2)c1,-2.2,2.5,0.1%,-11.3%,-1.1,21.0,2.2,-1.7%,-4.0%
CCOc1ccc(S(=O)(=O)NCCC(=O)NCCc2ccc(OCC)c(OCC)c2)cc1,-4.7,5.2,3.9%,3.6%,9.2,-3.4,-1.3,2.0%,-2.7%
COCCNC(=O)Cn1cc(C(=S)N2CCCCC2)c2ccccc21,-1.8,1.0,20.4%,3.9%,-4.0,13.9,-2.4,-0.4%,-3.2%
CCOc1ccccc1NC(=O)CCCN1C(=S)NC(C)(C)CC1C (stereo not drawn),-4.2,2.3,?,0.6%,3.6,19.5,-3.0,10.7%,-3.2%
Cc1ccc(N(CC(=O)NCc2ccc(Cl)cc2)S(=O)(=O)N(C)C)cc1,-5.1,-0.6,-0.4%,1.6%,3.2,27.0,2.1,1.3%,-3.6%
CCN1C(=NCCc2c[nH]c3ccccc23)N[C@@H](c2ccccc2)[C@H](C(=O)OC)[C@H]1C,-8.3,0.5&1.4,0.1%,4.4%,6.3,-7.8&4.3,-1.4&4.0,0.8%&-0.2%,-0.9%

# Some entries already given, limited to D2 PAM, LDHA block and Vif-APOBEC3G blk:
smiles,D2 PAM,LDHA block,Vif-APOBEC3G blk
O=C(C[n+]1ccc(/C=N/O)cc1)N1CCCCC1,-1.6,-1.5,-3.9%
COC(=O)CC1Oc2ccc(Cl)cc2-n2cc(-c3ccccc3)nc21 (stereo not drawn),-4.9,-2.7,0.5%

# More structures follow.
SMILES,LDHA block,D1 ag,Vif-APOBEC3F blk,Vif-APOBEC3G blk,D2 PAM,D1 antagonist,D1 PAM,RXFP1 agonist,Glioma ERSR ind
Cc1cc(C)nc(NC(=O)/C=C/c2ccc(Cl)cc2)n1,-8.7,1.7,-0.1%,-1.5%,-9.1,4.0,-0.1,0.2%,2.3%
Cc1ccc2c(c1)N(C(=O)CCC(=O)NCc1cccc(F)c1)CC(C)O2 (stereo not drawn),-2.2,-2.6,3.8%,-2.1%,2.7,1.3,-3.7,-2.5%,-3.4%
C[C@H](NC(=O)c1ccccc1Cl)C(=O)NCCc1ccc(S(N)(=O)=O)cc1,-6.2,0.4,2.7%,-11.8%,nt,18.9,-7.5,1.8%,-1.7%
O=C1[C@H]2[C@@H](c3ccc(F)cc3)N3C(=O)N(c4ccc(Br)cc4)C(=O)[C@@]3(Cc3ccc(Cl)cc3)[C@H]2C(=O)N1C1CCCCC1,-2.0,4.6,2.6%,-3.6%,-28.5,-3.4,-1.6,-0.3%,-2.7%
O=C(Nc1nccs1)c1cccc(S(=O)(=O)N2CCCCC2)c1,-7.3,6.9,-0.5%,1.5%,0.8,4.0,-0.5,0.4%,-2.1%
CC(=O)Nc1ccc(NC(=O)CSc2nnc(-c3ccccc3)n2Cc2ccc3c(c2)OCO3)cc1,-5.1,0.6,-1.4%,2.3%,7.3,0.8,-6.4,1.8%,-1.8%
COc1cc(/C=N/n2c(-c3ccccc3)n[nH]c2=S)cc(OC)c1O,10.7,0.5,0.9%,-2.0%,-7.2,14.0,-2.2,3.0%,7.6%
COc1ccc(CNC(=O)CCc2c(C)c3cc4c(C)coc4cc3oc2=O)cc1,-7.0,6.8,1.8%,-3.3%,-7.0,-14.1,-0.5,-0.5%,-0.2%
CC(=O)N1c2c(cc(Br)cc2S(=O)(=O)N2CCCCC2)CC1C (stereo not drawn),-2.5,3.1,0.5%,0.9%,nt,-25.1,1.4,-2.4%,-3.5%
CC(=O)c1ccc(N2CCCC2)c(F)c1,nt,1.1,nt,nt,20.9,3.4,-5.4,0.3%,nt
O=c1n(CC2CO2)c(=O)n(CC2CO2)c(=O)n1CC1CO1 (stereo not drawn),-2.7&-9.9,nt,0.3%,-3.5%&-4.1%,nt,nt,nt,nt,4.3%&7.4%&-0.3%
C=CCn1c(C(C)NC(=O)CC)nc2ccccc21 (stereo not drawn),?,0.0,-0.7%,1.0%,0.7,-3.9,-2.3,-0.1%,-2.9%
CCCCc1cn(C[C@H]2CC[C@@H]([C@@H]3CC[C@H](Cn4cc(CCCC)nn4)O3)O2)nn1,-5.5,0.8,5.9%,2.7%,-2.4,-7.2,-2.9,-0.4%,-6.6%
Cc1ccc(CSc2nccc(-c3c(C)nc4ccccn34)n2)cc1,0.0,4.8,4.3%,0.3%,-6.7,-12.8,2.5,2.1%,-1.9%
O=C(Cc1ccc(F)cc1)NCCS(=O)(=O)N1CCN(c2ccccc2)CC1,2.8,0.2,5.9%,-5.1%,-5.6,-6.4,-1.9,0.0%,-5.7%
CCOC(=O)C1(Cc2cccc(F)c2)CCN(C(=O)Cn2cnnn2)CC1,-2.7,1.3,6.3%,-5.2%,-2.5,9.7,1.5,1.7%,-3.4%
CCN(CC)C(=O)C[n+]1cccc(C(N)=O)c1,-5.2,2.0,13.6%,0.8%,-5.9,-31.0*,-3.8,0.0%,-3.3%
CC1S/C(=N\N=C\c2cccc([N+](=O)[O-])c2)N(C(C)(C)C)C1=O (stereo not drawn),2.2,2.6,4.4%,-0.1%,-1.6,5.9,5.1,-2.7%,-2.8%
C#CCOCCOCCOCCNc1nc(N2CCN(C(=O)[C@H]([C@@H](C)CC)n3cc(CCCCN)nn3)CC2)nc(N2CCN(C(=O)[C@H](C)n3cc(CCCN=C(N)N)nn3)CC2)n1,1.3,3.9,0.3%,-0.8%,-9.5,-1.1,-1.3,-0.5%,-2.3%
Cn1c(COc2ccccc2)nnc1SCC(=O)Nc1ccc(S(N)(=O)=O)cc1,-14.4,0.9,-2.2%,1.2%,-16.4,7.1,-6.3,0.1%,-5.3%
Cc1csc(SCC(=O)Nc2ccc(F)cc2Cl)n1,-3.4,nt,-9.2%,0.8%,nt,nt,nt,nt,2.2%
Cc1nn(-c2ccccc2)c2sc(C(=O)Nc3cccc(O)c3)cc12,-0.1,0.5,1.0%,-5.2%,11.6,-2.8,-0.3,4.6%,-4.9%
Cc1ccc(S(=O)(=O)N(C)CC(=O)N2CCN(c3ccccn3)CC2)cc1,1.7,-0.1,0.5%,-3.6%,4.6,2.0,0.3,0.9%,-4.7%
C=CCOc1ccc(C=Nc2ccc(OC)cc2)c(O)c1,7.8,1.1,-10.8%,-14.4%,47.5*,8.0,-1.7,-2.0%,-2.8%
COc1ccccc1NS(=O)(=O)c1cc(NC(=O)CNC(=O)c2ccc(C)s2)ccc1Cl,1.6,3.4,1.1%,1.9%,18.5,9.8,1.6,2.5%,-3.3%
O=C(N/N=C/c1c[nH]c2ccc(Br)cc12)C1CC1,-1.0,1.6,8.4%,1.8%,-2.9,-3.2,-0.3,-0.5%,-1.4%
